# Apaf-1 inh = inhibitors of human Apaf-1 apoptosome, primary screen, biochemical, DEVD-Rh110 fluorescence, uHTS; actives 0.71% (n = 330,000); inhibition, % at 20 µM; Apoptotic protease-activating factor 1 (Homo sapiens), O14727; reconstituted apoptosome caspase-3 activity; active = inhibition of at least 40% at 20 µM;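 also: plate controls were DMSO wells for no effect and DEVD-CHO caspase inhibitor wells for full effect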
# Target sequence (O14727 whole entry, looked up): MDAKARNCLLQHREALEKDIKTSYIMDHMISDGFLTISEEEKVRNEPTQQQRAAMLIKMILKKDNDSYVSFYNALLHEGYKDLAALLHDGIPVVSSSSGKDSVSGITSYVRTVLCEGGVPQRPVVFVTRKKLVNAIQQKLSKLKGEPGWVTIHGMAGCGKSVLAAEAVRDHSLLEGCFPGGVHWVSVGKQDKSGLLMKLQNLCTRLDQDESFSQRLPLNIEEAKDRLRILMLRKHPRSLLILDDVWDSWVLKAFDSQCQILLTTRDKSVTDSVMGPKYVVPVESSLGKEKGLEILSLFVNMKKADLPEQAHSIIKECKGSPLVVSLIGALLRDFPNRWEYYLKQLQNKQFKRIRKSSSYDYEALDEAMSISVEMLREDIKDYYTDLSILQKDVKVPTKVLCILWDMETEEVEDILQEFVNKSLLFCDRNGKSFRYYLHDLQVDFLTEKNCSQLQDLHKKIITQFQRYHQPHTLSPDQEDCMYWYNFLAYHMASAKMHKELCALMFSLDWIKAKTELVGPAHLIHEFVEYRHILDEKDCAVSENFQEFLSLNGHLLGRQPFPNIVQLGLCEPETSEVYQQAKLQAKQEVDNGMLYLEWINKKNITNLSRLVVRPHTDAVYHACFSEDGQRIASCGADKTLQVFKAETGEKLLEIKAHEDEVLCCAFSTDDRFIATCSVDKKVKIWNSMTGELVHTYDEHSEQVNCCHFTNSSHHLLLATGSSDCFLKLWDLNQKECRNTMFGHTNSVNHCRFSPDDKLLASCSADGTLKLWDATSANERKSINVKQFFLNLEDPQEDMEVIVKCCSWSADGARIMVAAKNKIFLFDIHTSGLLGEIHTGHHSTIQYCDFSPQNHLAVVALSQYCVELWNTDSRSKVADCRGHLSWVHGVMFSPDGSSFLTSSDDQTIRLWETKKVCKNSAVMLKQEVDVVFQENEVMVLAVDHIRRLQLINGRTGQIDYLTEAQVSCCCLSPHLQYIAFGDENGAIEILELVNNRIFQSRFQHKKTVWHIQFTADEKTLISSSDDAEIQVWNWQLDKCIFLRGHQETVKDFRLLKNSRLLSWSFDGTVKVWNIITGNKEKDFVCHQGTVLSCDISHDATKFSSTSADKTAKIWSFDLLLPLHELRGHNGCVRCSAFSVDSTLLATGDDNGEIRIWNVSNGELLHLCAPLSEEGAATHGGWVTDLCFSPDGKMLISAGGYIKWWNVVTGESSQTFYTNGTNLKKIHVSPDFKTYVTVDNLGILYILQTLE
#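 Material: biochemical Apaf-1 apoptosome reconstitution. Medium: Hepes buffer, pH 7.5. Also added: cytochrome c activation, bis-DEVD rhodamine 110 substrate. Timing: 30 min compound preincubation, 50 min activation, room temperature. Measured by: rhodamine 110 fluorescence at Ex 480/Em 540 nm.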
# UBC13 polyUb = UBC13 polyubiquitin chain formation inhibitors, primary screen, biochemical, TR-FRET, uHTS. Ubiquitin-conjugating enzyme E2 N (Homo sapiens), P61088. actives 0.47% (n = 330,000). AID 485273, 2010. inhibition, % at 20 µM; in the data active = inhibition above about 45%, passing the limit was not always enough
# SENP8 block = SENP8 protease inhibitors, primary screen, biochemical, luminescence; inhibition, % at 10 µM; purified SENP8, Z-RLRGG-aminoluciferin cleavage; Sentrin-specific protease 8 (Homo sapiens), Q96LD8; actives 1.2% (n = 330,000)
# Jurkat NFkB inh = inhibitors of induced NF-kB luciferase reporter, primary screen, TCR NF-kB activation inhibitor project, cell-based, luminescence, uHTS. actives 0.53% (n = 330,000). Jurkat, PMA/ionomycin-induced NF-kB luciferase reporter. inhibition, % at 4 µM
# SENP7 block = SENP7 protease inhibitors, primary screen, biochemical, luminescence, uHTS | actives 1.5% (n = 330,000) | recombinant SENP7, Z-RLRGG-aminoluciferin luminescence, 40 min | inhibition, % at 5 µM;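 active = inhibition above about 50% at the single test dose, limit read from the data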;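 also: plate controls were DMSO with enzyme for no effect and no enzyme buffer wells for full effect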
# Gli-Sufu antag = Gli-Sufu pathway antagonists, primary screen, luciferase luminescence, Sufu-KO-LIGHT cells, uHTS. Sufu-KO-LIGHT fibroblasts, Gli luciferase reporter luminescence. inhibition, % at 5 µM. actives 0.74% (n = 340,000). AID 588413, 2011;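 active = inhibition above about 55%, limit read from the data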;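 also: 0% = DMSO-treated cells and 100% = wells with medium but no cells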
# 697 NFkB inh = inhibitors of PMA/ionomycin-induced NF-kB reporter, 697 cells, primary screen, B-cell NF-kB inhibitor project, cell-based, luminescence, uHTS; 697 B-cell NF-kB luciferase reporter, 16 h; inhibition, % at 4 µM; actives 0.33% (n = 330,000); AID 435022, 2010; in the data active = inhibition above about 35%
# HKDC1 inhibitor = HKDC1 hexokinase inhibitors, primary screen, biochemical, fluorescence, uHTS | inhibition, % at 20 µM | Q2TB90 | actives 0.16% (n = 340,000) | recombinant HKDC1, G6PDH/diaphorase resazurin coupled fluorescence;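 active = inhibition above about 35% when tested at 20 µM, limit read from the data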;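 also: plate controls were DMSO wells with enzyme for no effect and DMSO wells lacking enzyme for full effect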
#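 Incubation: 90 min at room temperature in dark / Material: recombinant HKDC1 (HK5) hexokinase enzyme, produced in-house / Quantity: enzyme 5 µg/mL final / Compound: one dose of 20 µM, 1% DMSO / Reagent: glucose and ATP substrates / Buffer or medium: Tris pH 8.0 buffer with MgCl2, Tween-20, BSA, BME / Technique: resorufin fluorescence at 613 nm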
# * = called active by the depositor; · = no result given. Rule as the data show it, unless noted: active = inhibition above about 50%; inactive = the rest.
SMILES,Apaf-1 inh,UBC13 polyUb,SENP8 block,Jurkat NFkB inh,SENP7 block,Gli-Sufu antag,697 NFkB inh,HKDC1 inhibitor
O=C(Cn1cnc2c(oc3ccccc32)c1=O)N1CCN(c2ccccc2)CC1,13,-7,-9,-24,4,4,4,-1
O=C(O)C1=C[C@@H](c2ccc3c(c2)OCO3)C[C@@H](OCCCCO)O1,-5,0,4,-5,-1,49,12,2
Cc1ccccc1CN1CCC(Oc2ccc(C(=O)N3CCCC3)cc2)CC1,-4,3,-1,5,-3,-5,2,-1
CCOc1ccccc1/C=C/c1nc2ccccc2[nH]c1=O,20,25,-4,-3,-1,17,-12,6
O=C(CC12CC3CC(CC(C3)C1)C2)NCC(c1ccc(F)cc1)N1CCOCC1 (stereo not given),-4,-4,-4,-9,8,20,17,-2
O=Cc1cccn1-c1cccnc1,-12,1,4,9,-1,-3,13,-7
O=C(CSc1nnnn1C1CCCCC1)N1CCc2ccccc21,-7,0,5,-18,7,-24,-2,-6
Cc1ccc(C(=O)Nc2nc3ccccc3c(=O)s2)cc1,-10,-2,-13,-52,44,-49,-83,-6
COc1ccc(C(=O)Nc2ccc(N3CCN(C)CC3)cc2)cc1[N+](=O)[O-],-4,-3,0,-17,-5,18,10,-3
O/N=C/c1ccc(-c2ccccc2OC(F)(F)F)o1,-7,10,-2,2,1,9,1,6
COc1ccccc1NC(=S)NC(=O)c1c(-c2ccccc2Cl)noc1C,0,2,10,1,0,-3,-11,-5
CC(C)c1ccccc1NC(=O)COC(=O)CNC(=O)c1ccc(Br)cc1,1,2,-7,6,4,-5,0,12
CCN(C(=O)c1cc2ccccc2o1)C12CC3CC(CC(C3)C1)C2,12,1,2,-5,-5,·,-20,·
O=S(=O)(NCc1ccc2c(c1)OCO2)c1cnc[nH]1,-4,7,-2,-7,5,28,-3,3
O=C(CN1CCN(C/C=C/c2ccccc2)CC1)NCc1ccc(Cl)cc1,-14,22,-4,16,2,-3,17,-6
CCCc1ccc(Oc2cc(C)nc(N3CCOCC3)n2)cc1,13,1,1,-19,6,-15,-26,-2
CC(C)NC(=S)N/N=C1\CCCCC1C1CCCCC1 (stereo not given),27,14,2,9,6,2,12,-1
CCOc1cc(-c2sc(Nc3cc(C)ccc3OC)n[n+]2-c2ccccc2)ccc1OC,25,30,-12,10,12,16,1,5
Cc1ccc(CNc2ccccc2C(=O)O)s1,-10,11,-5,-2,-2,2,-3,-5
Cc1ccc(CN2CCN(Cc3cccc(-n4cccn4)c3)CC2CCO)cc1 (stereo not given),-2,1,-4,-11,-6,32,-7,-5

# Copied from the list:
# `Cc1ccc(CNc2ccccc2C(=O)O)s1` – HKDC1 inhibitor = -5
# `CCN(C(=O)c1cc2ccccc2o1)C12CC3CC(CC(C3)C1)C2` – Jurkat NFkB inh = -5
# `CCCc1ccc(Oc2cc(C)nc(N3CCOCC3)n2)cc1` – SENP8 block = 1
# `CC(C)NC(=S)N/N=C1\CCCCC1C1CCCCC1` (stereo not given) – HKDC1 inhibitor = -1
# `O=S(=O)(NCc1ccc2c(c1)OCO2)c1cnc[nH]1` – UBC13 polyUb = 7

# Next results
SMILES,Apaf-1 inh,UBC13 polyUb,SENP8 block,Jurkat NFkB inh,SENP7 block,Gli-Sufu antag,697 NFkB inh,HKDC1 inhibitor
COc1ccc(-n2nnnc2CNC(=O)C(=O)c2c[nH]c3ccccc23)cc1,3,2,-3,11,-6,3,14,0
CCCCn1c(N)c(N(Cc2ccccc2OC)C(=O)COc2cc(C)ccc2Cl)c(=O)[nH]c1=O,18,-1,-11,1,-2,-1,1,-7
N#Cc1c(C#N)c(-c2ccccc2)n(-c2ccccc2)c1N,9,16,-8,4,4,-5,-28,8
COc1ccccc1-n1c(=S)[nH]c2c(sc(=S)n2-c2ccccc2C)c1=O,-7,10,-6,-6,0,-14,24,-2
Cn1c(CCCOc2ccc(Cl)cc2Cl)n[nH]c1=S,-18,-2,-5,-25,-10,-6,-42,-6
NC1=NC(=O)S/C1=C\c1ccc(F)cc1,-19,-7,-3,4,8,3,2,5
COc1cc(C2NC(=O)c3ccccc3O2)ccc1OC(C)C (stereo not given),-7,12,-5,11,4,-28,6,-4
Cc1cc(NC(=O)CCN2C(=O)/C(=C\c3ccccc3Cl)SC2=S)no1,14,-6,4,-8,2,7,14,-3
CC(C)(C)NCCOc1ccc(Br)cc1,-8,1,-2,6,7,3,11,-8
Cc1cc(C)c2cc(C(=O)N3CCC(C(=O)c4ccc(F)cc4)CC3)[nH]c2c1,-2,-2,1,18,6,4,10,7
CCOc1cc(C2C(C(=O)c3ccc(C)o3)=C(O)C(=O)N2CCc2ccccc2)ccc1O (stereo not given),6,-6,-1,-14,5,1,1,4
O=C(c1cnn2ccccc12)N1CCCc2ccccc21,-4,2,7,-8,-7,-12,-5,-2
O=C(NCCc1ccccc1)c1cnc2ccccc2n1,11,-10,-20,-116,-13,-64,-96,4
Cc1cccc(OCc2occc2C(=O)Nc2cccc(-n3cnnn3)c2)c1,19,1,1,-4,2,26,-39,4
O=C(NCCc1ccccc1)c1ccccc1NS(=O)(=O)N1CCCC1,5,13,-3,-13,0,-28,-21,-6
O=C(CN1C2=NCCN2c2ccccc21)c1ccc(Br)cc1,8,12,-11,13,6,13,-8,-2
CCC(C)(C(=O)NC1CCCC1)N(Cc1ccco1)C(=O)Cc1cccs1 (stereo not given),-1,4,0,7,-8,13,4,-6
Cc1ccc(OCC(=O)NCC(=O)Nc2ccc(F)cc2)c([N+](=O)[O-])n1,-6,-4,-6,3,-2,8,-13,-7
Cc1[nH]c2c([N+](=O)[O-])cccc2c1C,0,-21,-11,-7,-5,4,-13,17
O=C(COc1ccc(Cl)cc1)N/N=C/CCc1ccccc1,2,-2,-5,12,3,-5,6,-5

# Part of the list above in another layout.
# Each structure is followed by: Apaf-1 inh, UBC13 polyUb, SENP8 block, Jurkat NFkB inh, SENP7 block, Gli-Sufu antag, 697 NFkB inh, HKDC1 inhibitor
- Cc1[nH]c2c([N+](=O)[O-])cccc2c1C
 : 0, -21, -11, -7, -5, 4, -13, 17
- O=C(COc1ccc(Cl)cc1)N/N=C/CCc1ccccc1
 : 2, -2, -5, 12, 3, -5, 6, -5

# (list continues)
SMILES,Apaf-1 inh,UBC13 polyUb,SENP8 block,Jurkat NFkB inh,SENP7 block,Gli-Sufu antag,697 NFkB inh,HKDC1 inhibitor
CC(C)CN(C(=O)COC(=O)c1ccc2ccccc2c1)c1c(N)n(Cc2ccccc2)c(=O)[nH]c1=O,5,-2,-14,10,-8,1,3,-2
CCOc1ccc(OCC)c(NC(=O)CN2CCN(C(=O)c3ccco3)CC2)c1,1,4,1,6,-2,10,-21,1
CN(C)S(=O)(=O)c1cccc(NC(=O)c2cc(-c3cccs3)nn2-c2ccccc2)c1,5,-7,-7,0,-4,20,-20,-7
CCOC(=O)c1c(S(=O)(=O)NCC2CCN(Cc3cccc(F)c3)CC2)c(C)n(C)c1C,-11,-5,10,-3,6,18,3,-3
COc1ccc(Nc2ncc3c(n2)CC(c2ccc(OC)cc2)CC3=O)cc1 (stereo not given),14,2,-6,-23,1,-9,-10,-6
COc1ccc(CN(CCc2ccccc2)Cc2ccccc2)cc1OC,17,-1,-12,-7,6,26,-14,-2
CCOc1ccc(S(=O)(=O)N(CC)CC(=O)NC2CCS(=O)(=O)C2)cc1 (stereo not given),-14,0,0,-8,-4,7,8,-7
CCOc1ccccc1/C=N/NC(=O)c1nnn(-c2nonc2N)c1CN1CCC(C)CC1,8,-4,7,18,3,-18,-5,-7
COc1ccc(N2CCN(C(=O)c3csc4ccccc34)CC2)cc1,15,-5,-2,5,5,5,0,1
CCCN1CCN(CCCNC(=O)Cn2nc(C)n3c(cc4cc(F)ccc43)c2=O)CC1,9,-5,9,9,-6,-6,15,-2
COc1cccc(NC(=O)CN(C)C(=O)/C=C/c2cn(Cc3ccccc3)nc2-c2cccnc2)c1,34,30,12,-10,1,10,7,0
Cc1[nH]c2ccccc2c1C(=O)C(=O)NCCCc1ccccc1,12,-5,-6,11,1,1,4,-4
O=C1Cc2cc(NS(=O)(=O)c3ccc([N+](=O)[O-])cc3)cc3c2N1CCC3,7,-8,5,0,3,2,16,1
COCc1c(C(=O)Nc2cccc(S(=O)(=O)N3CCCCC3)c2)oc2ccccc12,10,8,11,7,3,7,-4,0
CC(C)NC(=O)NC(=O)COC(=O)/C=C/c1ccc2c(c1)OCO2,-4,12,-7,-1,3,-13,-22,1
O=C(CN1CC(c2ccccc2)CC1=O)OCc1ccccc1F (stereo not given),-11,3,5,-1,9,-43,-3,7
c1ccc(Sc2ccccc2CN2CCCC2)cc1,-7,-7,-7,-32,-8,9,-49,-5
Cc1cccc(C(=O)OCC(=O)Nc2c(C)n(C)n(-c3ccccc3)c2=O)c1,-2,-4,-16,-6,-13,-8,4,0
CCn1c(CC(=O)Nc2cccc(Cl)c2Cl)nnc1SCCOc1ccc(OC)cc1,2,10,5,-17,5,-3,5,-9
CCN(Cc1ccccc1)C(=O)Cc1ccc(OC)c(S(=O)(=O)N2CCOCC2)c1,6,3,12,-5,-1,3,20,-5
Cc1ccc(N(CCO)C(=S)Nc2ccccc2)cc1,-3,-2,-7,-1,-3,4,-15,0
COc1ccccc1N1CCC(N2CCN(CC(C)(C)C)C(CCO)C2)CC1 (stereo not given),-11,2,-11,6,-4,20,3,-6
CC(C)(O)CC[C@@H](O)[C@](C)(O)[C@H]1CC[C@@]2(O)C3=CC(=O)[C@@H]4C[C@@H](O)[C@@H](O)C[C@]4(C)C3CC[C@]12C (stereo not given in full),-12,6,8,8,-2,4,10,-3
CC(=O)Oc1c(Cl)cc(N(C(C)=O)S(=O)(=O)c2ccccc2)c2ccccc12,2,-7,13,-1,-2,6,-6,13
Oc1cccc(C2c3[nH]c4ccccc4c3CCN2Cc2ccc3c(c2)CCO3)c1 (stereo not given),5,12,-4,18,-2,17,5,-4
CC(C)CCCN1CCN=C1N(C)C,-14,-10,-3,8,6,-3,20,-3
COc1cccc(N2CCN(C(=O)CN3C(=O)NC(C)(c4ccc5ccccc5c4)C3=O)CC2)c1 (stereo not given),18,2,-5,23,13,3,-27,-1
CC(=O)c1cccc(NC(=S)NCCCCc2ccccc2)c1,-2,11,-1,8,2,-4,-21,-4
CC1CCCCC1NC(=O)C1CC(=O)N(Cc2ccccc2)C1 (stereo not given),27,2,-5,12,16,19,-18,1
Fc1ccc(N2CCN(c3cnc4ccccc4n3)CC2)cc1,12,5,-9,-77,0,-68,-131,6
CCn1c(-c2c[nH]c3ccccc23)n[nH]c1=S,4,0,-14,0,-4,0,3,-10
Cc1ccc(S(=O)(=O)N(C)CC(=O)Nc2cccc3c2CCCC3)cc1,3,8,-1,-4,2,-3,7,-10
Cc1cc(C)c(C(=O)N2CCCC(Nc3ccc(C)c(C)c3)C2)o1 (stereo not given),-1,-1,8,-6,6,2,8,14
COc1cc(N=Cc2c(O)c3ccccc3oc2=O)c(OC)cc1Cl,7,-13,20,8,0,1,1,1
CCOC(=O)c1ccc(-c2nnc(-c3ccc(Cl)cc3Cl)o2)cc1,0,10,1,-69,-9,-82,-196,-7
COc1ccc(CCNC(=O)COC(=O)C23CC4CC(CC(Br)(C4)C2)C3)cc1,11,15,-5,0,-5,-23,13,-9

# Four entries already listed, arranged by the value under SENP7 block, descending:
SMILES | SENP7 block
Cc1cc(C)c(C(=O)N2CCCC(Nc3ccc(C)c(C)c3)C2)o1 (stereo not given) | 6
CCn1c(-c2c[nH]c3ccccc23)n[nH]c1=S | -4
COc1ccc(CCNC(=O)COC(=O)C23CC4CC(CC(Br)(C4)C2)C3)cc1 | -5
CCOC(=O)c1ccc(-c2nnc(-c3ccc(Cl)cc3Cl)o2)cc1 | -9

# Screening data: PubChem BioAssay, Sanford-Burnham Center for Chemical Genomics
